High-throughput results from PubChem.
Bim-Bcl-B: inhibitors of Bim-Bcl-B interaction, human; inhibition, % at 10 µM; bead-based flow cytometry, Bim peptide-Bcl-B binding; AID 951; Q9HD36; 190,000 tested, 0.073% active;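 also: 0% = tracer peptide without compound and 100% = reference inhibitor peptide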
Target sequence (Q9HD36 whole entry, looked up): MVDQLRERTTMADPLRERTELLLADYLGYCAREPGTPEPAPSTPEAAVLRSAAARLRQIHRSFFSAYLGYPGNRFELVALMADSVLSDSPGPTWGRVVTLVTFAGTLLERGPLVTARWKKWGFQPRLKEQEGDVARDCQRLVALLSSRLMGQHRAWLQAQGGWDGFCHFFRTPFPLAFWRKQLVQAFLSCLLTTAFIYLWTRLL
Mcl-1 Bim block: inhibitors of Bim-Mcl-1 interaction, human | Q07820 | 190,000 tested, 0.1% active | Bead-based flow cytometry, Bim peptide-Mcl-1 binding | inhibition, % at 10 µM;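 also: 0% = no compound tracer wells and 100% = peptide blocker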
Target sequence (Q07820 whole entry, looked up): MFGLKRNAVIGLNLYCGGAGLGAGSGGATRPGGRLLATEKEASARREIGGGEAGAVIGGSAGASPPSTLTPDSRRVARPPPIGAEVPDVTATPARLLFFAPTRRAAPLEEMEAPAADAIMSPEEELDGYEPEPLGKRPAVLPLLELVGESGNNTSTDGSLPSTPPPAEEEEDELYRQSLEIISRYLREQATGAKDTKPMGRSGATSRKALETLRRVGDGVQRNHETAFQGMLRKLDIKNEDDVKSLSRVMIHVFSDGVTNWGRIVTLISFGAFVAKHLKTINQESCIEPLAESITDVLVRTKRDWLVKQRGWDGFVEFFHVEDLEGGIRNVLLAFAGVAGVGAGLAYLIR
Bim-Bcl-XL: human Bim-Bcl-XL interaction inhibition. Q07817. Bim peptide-Bcl-XL binding, bead flow cytometry, fluorescence. inhibition, % at 10 µM. 190,000 tested, 0.04% active. AID 1007
Target sequence (Q07817 whole entry, looked up): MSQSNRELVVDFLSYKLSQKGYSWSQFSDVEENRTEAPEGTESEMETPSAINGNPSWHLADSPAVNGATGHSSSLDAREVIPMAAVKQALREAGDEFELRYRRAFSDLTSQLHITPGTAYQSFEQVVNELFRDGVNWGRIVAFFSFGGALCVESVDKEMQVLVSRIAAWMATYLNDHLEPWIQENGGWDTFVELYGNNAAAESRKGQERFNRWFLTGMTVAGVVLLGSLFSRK
GSH fluor: compound fluoresces at 488/530 nm on GSH beads | fluorescence (KMESF) at 10 µM | 190,000 tested, 0.25% active | GSH beads flow cytometry, compound fluorescence 488/530 nm; hits give high values; in the data active = fluorescence above about 89;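 also: glutathione beads carrying GST-tagged Bcl family fusion proteins plus one bare bead set; values are compound well signal with DMSO vehicle wells as background; inactives centre near 16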
Mcl1 Bid PPI: Mcl-1/Bid interaction inhibition | inhibition, % at 21.7 µM | TR-FRET Mcl-1/Bid-Dy647 peptide binding, 1536-well | 220,000 tested, 0.97% active | AID 1021 | Q07820;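 active = compounds that cut the binding signal by more than half at the single screening dose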;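 also: His-tagged Mcl-1 with europium anti-His antibody binding Bid BH3 peptide; 0% = Mcl-1 plus peptide wells and 100% = peptide-only wells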
RGS7-Gao: modulates binding of RGS7 to human Galphao | P09471 | Multiplexed bead flow cytometry; actives lie on both sides | binding response (% of control), % at 10 µM | 220,000 tested, 0.35% active | AID 1439; in the data active = binding response below about 49% or above about 150%; inconclusive = no clear call, values can overlap the other calls; inactive = in between;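 also: fluorescent Galphao held in activated GDP-AlF4 state binding bead-coupled RGS7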
RGS8-Gao: regulators of human RGS8-Galphao interaction; P09471; multiplexed bead flow cytometry, RGS8-Galphao binding; actives lie on both sides; response (percent of control binding), % at 10 µM; 220,000 tested, 0.34% active; AID 1423; in the data active = response below about 60% or above about 140%; inactive = in between;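 also: Galphao activated as the GDP aluminium fluoride complex binding bead-coupled RGS8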
Bcl-2 Bim block: inhibitors of Bim-Bcl-2 interaction, human. P10415. Bead-based flow cytometry, Bim peptide-Bcl-2 binding. inhibition, % at 10 µM. 190,000 tested, 0.06% active. AID 950; in the data active = inhibition above about 40%; inconclusive = no clear call, values can overlap the other calls;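 also: 0% = no compound wells with probe peptide and 100% = reference peptide inhibitor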
Target sequence (P10415 whole entry, looked up): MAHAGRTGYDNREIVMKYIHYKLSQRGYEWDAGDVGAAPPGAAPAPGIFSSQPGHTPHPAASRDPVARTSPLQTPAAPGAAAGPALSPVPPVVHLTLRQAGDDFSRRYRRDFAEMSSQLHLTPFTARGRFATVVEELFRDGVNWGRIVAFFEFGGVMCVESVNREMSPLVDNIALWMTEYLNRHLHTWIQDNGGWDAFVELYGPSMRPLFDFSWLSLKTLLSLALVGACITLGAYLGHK
Bim-Bfl-1: human Bim-Bfl-1 interaction inhibition | Bead-based flow cytometry, Bim-Bfl-1 binding inhibition | inhibition, % at 10 µM | 190,000 tested, 0.12% active | AID 1008;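 also: 0% = wells without compound plus tracer and 100% = blocker peptide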
Bim-Bcl-W: human Bim-Bcl-W interaction inhibition; AID 952; inhibition, % at 10 µM; bead-based flow cytometry, Bim peptide-Bcl-W binding; 190,000 tested, 0.02% active;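 also: 0% = bound tracer without compound and 100% = peptide blocker; higher means less fluorescent Bim peptide bound to Bcl-W beads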
RGS4-Gao reg: modulates binding of RGS4 to human Galphao | P09471 | Multiplexed bead flow cytometry; actives lie on both sides | binding response (% of control), % at 10 µM | 220,000 tested, 0.33% active; in the data active = binding response below about 49% or above about 150%; inactive = in between;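 also: fluorescent Galphao activated with aluminum fluoride binding bead-coupled RGS4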
Starred values were filed as active, the others as inactive; ? = inconclusive; / = no result given. Rule as the data show it, unless noted: active = inhibition above about 40%.

SMILES	Bim-Bcl-B	Mcl-1 Bim block	Bim-Bcl-XL	GSH fluor	Mcl1 Bid PPI	RGS7-Gao	RGS8-Gao	Bcl-2 Bim block	Bim-Bfl-1	Bim-Bcl-W	RGS4-Gao reg
CC(=O)Nc1cccc(/C(C)=N/NC(=O)c2cccc(S(=O)(=O)N3CCOCC3)c2)c1	0	-1	-1	13	-13	?	99	-3	-1	5	100
CCCCCNC(=O)c1ccc2c(=O)n(CC3CCCO3)c(=S)[nH]c2c1 (stereo not drawn)	2	-3	-2	20	-21	110	98	0	4	-4	99
COC(=O)c1c(C)nc2nonc2c1N	5	0	-2	12	-24	105	103	3	1	0	103
COC(=O)c1ccc(Oc2cc(C)nc(NCc3ccccc3)n2)cc1	-3	-1	-4	18	0	100	102	-3	0	-4	102
NC(=O)COC(=O)/C=C/c1ccc2ccccc2n1	-2	0	-1	14	-50	?	100	1	-4	-4	98
CCOC(=O)c1ccc(NC(=O)N2CCCCC2)cc1	0	-2	-4	14	-22	106	99	1	-1	0	96
CCCCC1N2CC3([N+](=O)[O-])CN1CC([N+](=O)[O-])(C2)C3(C)C (stereo not drawn)	-7	-2	-7	16	-10	100	100	-8	-11	-4	103
COc1ccccc1NC(=O)CN1CCN(CC(=O)Nc2ccc(F)cc2)CC1	4	0	2	10	2	111	124	3	3	3	114
Cc1ccc(C)c(NC2=NC3(CCCCC3)N=C(N)N2)c1	-2	0	-3	19	3	/	/	9	2	-2	/
c1ccc(-c2cnnc(SCc3cn4cccnc4n3)n2)cc1	3	1	-2	12	-15	107	106	5	2	-3	111
Cc1ccc(Nc2cc(C)nc(N3CCOCC3)n2)c(C)c1	-4	-7	-6	11	-15	98	100	-5	-11	-3	103
CCC(=O)OC1CSc2nc3ccccc3n2C1 (stereo not drawn)	-12	-7	-11	37	-1	100	100	-12	-18	-2	100
Cc1c(C(=O)NCc2cccnc2)oc2ccc(S(=O)(=O)N3CCC4(CC3)OCCO4)cc12	-6	0	-3	27	-16	103	98	-6	-10	-1	99
CCOC(=O)COc1ccc(S(=O)(=O)NCc2ccncc2)cc1	-5	-3	-6	25	-25	101	100	-4	0	-4	101
FC(F)(F)c1ccccc1NC(=S)N1CCN(c2ccccn2)CC1	-3	1	-2	24	-44	102	106	1	-7	2	102
O=C(CSc1ccc(Br)cc1)NCC1CCCO1 (stereo not drawn)	-3	-1	-3	14	1	99	96	1	5	0	99
CS/C(=C\[N+](=O)[O-])Nc1ccc(OC(F)(F)F)cc1	-6	-2	-2	11	2	101	100	-3	-6	0	106
CC1CC(=O)C2=C(C1)OC(N)=C(C#N)C2c1coc2ccccc2c1=O (stereo not drawn)	-10	0	-7	11	-23	99	100	-12	-11	0	99
CCOc1cc(-c2nc(-c3ccc(C)nc3OC)no2)cc(OCC)c1OCC	-2	0	-2	19	-10	103	102	-1	-3	0	104
O=C(COC(=O)c1cncc(Br)c1)NCc1ccccc1Cl	-3	1	-1	28	-18	102	104	3	0	2	100
O=C(Nc1ccc(N2CCOCC2)cc1)c1cn2ccccc2n1	0	-2	6	28	-36	91	87	-4	-2	-3	93
COc1cccc(-n2nnc3c(=O)n(CC(=O)NCC4CCCO4)cnc32)c1 (stereo not drawn)	-7	-2	-3	25	1	105	102	-8	-10	0	104
CC(C)N(C)CCOC(=O)c1ccccc1Br	-6	-2	-5	6	3	99	92	-2	-2	-3	95
CCOC(=O)c1cnc2c(c(C)nn2CC)c1NC1CC1	-5	0	0	11	-27	98	97	-3	-4	0	92
O=C(Nc1ccc(O)cc1)c1cc2n(n1)C(C(F)(F)F)CC(c1ccco1)N2 (stereo not drawn)	-8	0	-5	23	1	98	99	-11	-4	-1	100

3 of the entries above in order of the Bim-Bcl-XL value, low to high.
compound	Bim-Bcl-B	Mcl-1 Bim block	Bim-Bcl-XL	GSH fluor	Mcl1 Bid PPI	RGS7-Gao	RGS8-Gao	Bcl-2 Bim block	Bim-Bfl-1	Bim-Bcl-W	RGS4-Gao reg
CC(C)N(C)CCOC(=O)c1ccccc1Br	-6	-2	-5	6	3	99	92	-2	-2	-3	95
COc1cccc(-n2nnc3c(=O)n(CC(=O)NCC4CCCO4)cnc32)c1 (stereo not drawn)	-7	-2	-3	25	1	105	102	-8	-10	0	104
c1ccc(-c2cnnc(SCc3cn4cccnc4n3)n2)cc1	3	1	-2	12	-15	107	106	5	2	-3	111

Following part
SMILES	Bim-Bcl-B	Mcl-1 Bim block	Bim-Bcl-XL	GSH fluor	Mcl1 Bid PPI	RGS7-Gao	RGS8-Gao	Bcl-2 Bim block	Bim-Bfl-1	Bim-Bcl-W	RGS4-Gao reg
Cc1noc(C)c1COc1cccc(C(=O)Nc2ccc(OCc3ccccc3)cc2)c1	-4	-6	-1	24	-15	99	100	-7	0	-1	101
CC(C)C1N(C(=O)CN2CCCCC2)CCN1S(=O)(=O)c1ccccc1 (stereo not drawn)	3	-1	4	7	-23	87	97	-1	-2	10	95
O=C(/C=C/c1ccccc1)Oc1ccccc1C(=S)N1CCOCC1	-14	-2	-1	14	-41	104	104	-1	-3	-2	104
c1ccc(-c2cn3c(n2)SCC3)cc1	-4	-2	-4	17	-25	100	101	-1	-2	-3	99
COc1cccc(N2C(=O)/C(=C\c3cccs3)NC2=S)c1	-10	5	0	13	-38	101	101	-1	2	0	99
COc1ccc(C(=O)N2CCC(C(=O)Nc3ccccc3C)CC2)cc1OC	-6	-4	-8	13	-26	103	103	-1	-6	-4	100
COc1cccc(OC)c1NC(=O)c1nc2c(nnn2Cc2ccccc2Cl)c(=O)[nH]1	0	1	0	24	-23	?	102	-5	-4	1	103
CCc1nnc(NC(=O)c2cccc(S(=O)(=O)N3CCc4ccccc43)c2)s1	-1	1	0	22	-54	23*	19*	-1	0	-2	28*
Cc1ccc(C(=O)C[n+]2cc(-c3ccc(C)cc3)n3c2CCCCC3)cc1	-7	-4	6	34	19	106	106	-4	-8	0	107
Cc1cc(C)c2cc(C#N)c(NCCNC(=S)NCCCN3CCOCC3)nc2c1	-5	-3	-4	16	-62	96	103	-6	-8	-4	98
Fc1ccc(CNCc2ccccc2C(F)(F)F)cc1	-3	-2	-5	14	-1	90	99	0	0	-2	90
CC(=O)c1ccc(N2CCN(C(=O)c3ccc4c(=O)n(-c5ccccc5)c(=O)[nH]c4c3)CC2)cc1	-12	-3	-12	18	-23	99	112	-1	-10	-3	102
COC(=O)c1ccccc1NC(=O)C1CCCO1 (stereo not drawn)	0	-3	0	9	1	108	109	0	-1	-2	107
NC1=NN=C(c2ccc3c(c2)OCCO3)CS1	-4	0	0	19	-5	96	99	-4	-3	-1	96
O=C(c1ccccc1)N1CCN(CC2CC=CCC2)CC1 (stereo not drawn)	-4	-6	-5	42	46	117	126	-2	-4	-5	118
CCC(=O)c1ccc(OCCN2CCOCC2)cc1	-8	1	-2	29	-16	100	102	-7	-12	-1	99
O=C(Cc1cccs1)N1CCC(c2nc3c(nnn3Cc3ccccc3Cl)c(=O)[nH]2)CC1	-13	-10	-13	24	6	101	102	-12	-21	-5	101
CC(=O)n1c2ccccc2c2ccccc21	0	-1	-1	13	-10	98	98	0	0	0	100
O=C(O)CC(c1cccc2ccccc12)N1Cc2ccccc2C1=O (stereo not drawn)	2	-1	-4	14	-4	93	100	4	8	-5	101
CC1CN(c2ccc([N+](=O)[O-])cc2C(=O)N2CCOCC2)CC(C)N1 (stereo not drawn)	0	-2	0	21	-20	93	100	0	-2	-2	94
Cc1ccnc(NS(=O)(=O)c2ccc(NC(=O)c3ccc(C)o3)cc2)n1	-3	-3	-4	20	-4	99	93	-6	1	-3	99
Cc1nn(C)cc1C1Nc2ccccc2C(=O)N1O (stereo not drawn)	-5	-1	-2	18	-29	97	105	-6	-1	-2	101
Cc1cnc(NC(=O)COc2ccccc2)s1	0	-2	-2	15	-18	107	103	0	0	0	111
COC(=O)COc1ccc(NC(=O)Cn2nc(-c3ccccc3)c3ccccc3c2=O)cc1	-2	-2	-5	18	2	101	100	-5	-6	-2	99
Cc1cc(C)nc(N2CCCC(C(=O)Nc3ccc4nc(C)c(C)nc4c3)C2)n1 (stereo not drawn)	-1	0	1	16	-4	100	106	0	-1	2	103
(listing goes on)
SMILES	Bim-Bcl-B	Mcl-1 Bim block	Bim-Bcl-XL	GSH fluor	Mcl1 Bid PPI	RGS7-Gao	RGS8-Gao	Bcl-2 Bim block	Bim-Bfl-1	Bim-Bcl-W	RGS4-Gao reg
CCN1CCN(C(=O)Nc2cccc3ccccc23)CC1	-9	0	3	36	-12	104	99	-9	-13	-1	104
CCN(CC)CC#CCOC(c1ccccc1)c1ccccc1	-3	3	0	12	-57	101	100	-1	-3	4	102
CCSc1nc2ccc(OC)cc2cc1C#N	-2	-1	-3	11	2	93	80	-1	0	-2	95
Cc1ccc(S(=O)(=O)N2CCOCC2)cc1C(=O)NC1CCCCC1	-6	-3	-7	15	-11	100	98	-7	-12	-1	97
NC(=O)C1CCN(C(=O)c2cc3n(n2)C(C(F)(F)F)CC(c2ccco2)N3)CC1 (stereo not drawn)	-9	2	-1	27	-29	104	100	-3	-7	3	102
CCOC(=O)Cn1c(=NC(=O)c2sc3ccccc3c2Cl)sc2cc(S(N)(=O)=O)ccc21	-3	-1	0	4	12	100	104	6	4	-1	102
Clc1ccc(-c2nc(NCCN3CCOCC3)c3ccccc3n2)cc1	1	0	0	5	0	96	97	0	-2	1	97
CC(=O)c1c(C)[nH]c(C(=O)CSc2nc3ccccc3c(=O)n2CCCN2CCOCC2)c1C	2	-1	-4	17	-12	99	102	0	0	-2	100
CC(=O)Nc1ccc(Sc2ncccc2C(=O)Nc2ccc(F)cc2)cn1	-2	-2	-4	12	-20	99	101	-2	-2	0	101
CCC(C)N(C(=O)Cn1nnc2ccccc21)C(C(=O)Nc1ccc(F)cc1)c1cccc(OC)c1 (stereo not drawn)	-1	0	-3	15	-13	92	97	0	-1	-1	92
CCC(=O)N1C(C(=O)NCc2ccc(OC)cc2)CSC1c1ccc(OC)cc1 (stereo not drawn)	-8	-4	-4	26	-6	97	98	-6	-7	-2	98
O=C(c1ccccc1)N1CCN(C2CC(=O)N(CCc3ccccc3)C2=O)CC1 (stereo not drawn)	1	0	-2	23	-8	100	102	1	0	-2	102
Cc1cccc(OCCSc2nncn2C)c1	-6	3	0	20	-33	115	107	-4	-6	-1	108
O=C(O)Cc1csc(-c2cccc(F)c2)n1	-3	-2	-2	15	-1	109	104	-2	-7	-5	105
CC(C)n1c(C(O)c2ccc3c(c2)OCO3)nc2ccccc21 (stereo not drawn)	-1	0	-2	6	-17	104	99	5	1	-3	107
CC(C)C(C)NC(=O)COC(=O)/C=C/c1ccc(S(=O)(=O)N2CCc3ccccc32)cc1 (stereo not drawn)	0	-2	0	11	2	98	97	-1	6	1	98
Cc1ccc(CN(C)CC(=O)Nc2ccc3c(c2)CCC3)cc1	0	1	4	14	2	98	97	-2	-4	0	98
CCOC1CCCCC1NS(=O)(=O)c1ccc(Cl)cc1 (stereo not drawn)	0	1	4	14	-11	99	99	1	0	2	89
COCC(=O)Nc1nc2ccccc2s1	-7	-1	0	37	-1	102	98	-10	-10	2	97
Cc1nc2ccccc2c(=O)n1/N=C/c1ccc(O)cc1	0	0	0	12	-15	103	102	0	0	0	101
COc1cc(C(=S)N2CCCC2)cc(OC)c1OS(=O)(=O)c1ccc(NC(C)=O)cc1	-10	-1	-2	5	-20	109	98	2	9	1	99
COCCn1c(SCC(=O)NNC(=O)c2ccccc2)nc2ccccc2c1=O	-9	-4	-6	13	8	102	100	-5	-8	-7	102
